FLuc modulator: qHTS profiling assay for firefly luciferase inhibitor/activator using purifed enzyme and Km concentrations of substrates (counterscreen for miR-21 project) | AID 588342, 2011 | Luciferin 4-monooxygenase (Photinus pyralis), P08659 | actives 6.9% (n = 360,000) | Potency, µM (highest dose often 57.5 µM), inactives show top-dose activity change, negative = inhibition, actives largely listed as inhibitors | purified FLuc, Km substrates, luminescence inhibition; active means well fitted inhibition curve with a large enough effect; inconclusive means small, poorly fitted or top-dose-only effect;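 further: plate controls were vehicle for no effect and reference inhibitor for full effect; nearly all actives have a fitted effect of over 55% in size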
Target sequence (P08659 whole entry, looked up): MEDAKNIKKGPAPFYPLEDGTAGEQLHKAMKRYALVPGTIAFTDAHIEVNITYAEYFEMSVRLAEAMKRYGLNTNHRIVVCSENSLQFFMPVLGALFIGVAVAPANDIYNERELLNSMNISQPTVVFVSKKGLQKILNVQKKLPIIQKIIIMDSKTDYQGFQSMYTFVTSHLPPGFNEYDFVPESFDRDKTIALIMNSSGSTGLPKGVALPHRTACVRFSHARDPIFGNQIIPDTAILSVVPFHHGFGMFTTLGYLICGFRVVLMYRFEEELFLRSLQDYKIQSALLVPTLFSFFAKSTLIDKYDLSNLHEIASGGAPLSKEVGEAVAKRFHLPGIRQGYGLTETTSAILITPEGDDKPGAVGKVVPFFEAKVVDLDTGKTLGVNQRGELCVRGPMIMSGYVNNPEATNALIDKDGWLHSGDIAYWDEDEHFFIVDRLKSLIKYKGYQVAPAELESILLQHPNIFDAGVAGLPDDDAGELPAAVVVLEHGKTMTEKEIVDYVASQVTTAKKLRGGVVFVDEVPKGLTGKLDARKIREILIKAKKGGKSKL
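Biochemical qHTS of compounds, final roughly 60 µM downward over six points, against 10 nM purified firefly luciferase using Km concentrations of substrates (10 uM D-luciferin, 10 uM ATP) in Tris acetate pH 7.5 buffer; luminescence output.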
The depositor's hits bear a star; ? = inconclusive. Potency means the concentration at half of the fitted maximal effect. Not all compounds are listed. The share of hits here may be higher or lower than overall.

structure | FLuc modulator
COc1ccc(CNC(=O)Cn2c(=O)oc3cc(S(=O)(=O)NCc4ccccc4)ccc32)cc1 | 0.1%
Cc1ccc(C(=O)NCc2ccc(F)cc2)cc1NC(=O)c1nsc2ccccc12 | -18.1%
c1ccc(-n2ncc3c(NC4CCCC4)ncnc32)cc1 | 4.78µM*
Cn1c(=O)n(Cc2ccccc2Cl)c(=O)c2c1nc1n2CCN1c1ccccc1 | ?
COc1ccc(-c2cn3nc(N4CCCC(C(=O)Nc5cc(Cl)ccc5OC)C4)sc3n2)cc1 (stereo unspecified) | -15.9%
O=c1c(N2CCN(c3cccc(Cl)c3)CC2)csc2ccc(Cl)cc12 | ?
CCN1CCN(C(=O)c2ccc3c(c2)N(Cc2cccc(F)c2)C(=O)c2ccccc2S3)CC1 | -2.8%
COc1ccc(Cl)cc1NC(=O)CN(C)S(=O)(=O)c1ccc(Br)s1 | -12.8%
CC1=C(c2ccc(C(C)C)cc2)S(=O)(=O)NC1=NCc1ccccc1Br | -1.0%
COc1cc2c(C(=O)Nc3cc(OC)c(OC)c(OC)c3)cn(C)c(=O)c2cc1OC | -5.5%
Cc1ccc(N(Cc2cccs2)C(=O)C(C)Oc2ccc(Cl)c(C)c2)cc1 (stereo unspecified) | -17.7%
Cc1cccc(C)c1OC(=O)CSc1nnc(-c2cccs2)o1 | 1.1%
COc1ccc(OC)c(NC(=O)CSc2ccc(-c3cccs3)nn2)c1 | -14.2%
Cc1ccc(NC(=O)c2ccco2)c(OCc2cc(=O)n3cc(C)sc3n2)c1 | 2.1%
Nc1c(-c2nc(-c3cccs3)no2)nnn1-c1cccc(Cl)c1 | -3.1%
COc1cccc(C(=O)n2nc(-c3cccnc3)nc2NCc2ccc(F)cc2)c1 | 1.8%
COc1ccccc1CNC(=O)CCC1N=C2c3ccccc3N=C(SCC(=O)NCCc3ccc(OC)c(OC)c3)N2C1=O (stereo unspecified) | -3.4%
CCOc1cc(CNc2ccc(O)cc2)ccc1OCc1ccc(Cl)cc1 | -18.1%
O=C(CSc1ncc2c(n1)-c1ccccc1N(Cc1ccc(F)cc1)S2(=O)=O)c1ccc(Cl)cc1 | 1.6%
Cc1nn(-c2ccc(Cl)cc2)c2nc(-c3cccnc3)cc(C(F)(F)F)c12 | -5.0%
COc1ccc(N(C(=O)c2ccccc2)S(=O)(=O)c2ccc3c(c2)n(C)c(=O)n3C)cc1 | -0.6%
CCN(CC)c1ccc(NS(=O)(=O)c2ccc3c(c2)CCCN3C(C)=O)c(C)c1 | -3.5%
Cc1ccc(Cl)cc1N(C)C(=O)c1sc2nc3n(c(=O)c2c1C)CCCC3 | ?
O=C(CN1N=C(c2ccccc2)CCC1=O)NCc1ccc(F)cc1Cl | -2.4%
Cc1ccc(NC(=O)CSc2nnc(-c3cc4occc4n3C)n2-c2ccccc2C)c(Cl)c1 | 6.0%
CCCOC(=O)c1ccc(NC(=O)Cc2csc(C)n2)cc1 | 1.0%
Cc1nnc(NC(=O)C(=O)c2cc(C)n(-c3ccc(C)c(C)c3)c2C)s1 | -7.5%
CCOc1ccc(NC(=O)C2CCN(S(=O)(=O)c3cc(-c4noc(C)n4)ccc3C)CC2)cc1 | 1.5%
Cc1ccc(S(=O)(=O)c2nnn3c2nc(N2CCN(c4ccccc4F)CC2)c2cc(Cl)ccc23)cc1C | 3.1%
CC(CNC(=O)c1nnc(Cc2cccc(F)c2)o1)c1ccccc1 (stereo unspecified) | -1.6%
O=C(Cc1ccc(Cl)cc1)NCC(c1cccs1)S(=O)(=O)c1ccc(F)cc1 (stereo unspecified) | -10.6%
CCC(=O)N1CCc2cc(CNC(=O)Nc3ccc(OC)cc3OC)ccc21 | -7.7%
CCC(=O)N1CCc2cc(S(=O)(=O)NC(Cc3ccccc3)C(=O)NCc3ccc(F)cc3)ccc21 (stereo unspecified) | -1.9%
CCOC(=O)c1cc2c(=O)n3ccccc3nc2n(Cc2ccco2)c1=NC(=O)c1ccc(OCC)cc1 | 0.9%
COCCNC(=O)CCCn1c(SCC(=O)Nc2ccc(F)cc2)nc2c(sc3ccccc32)c1=O | 1.3%
CC(=O)Nc1ccc(/C=C/c2nc(-c3ccccc3O)n(-c3ccccc3)n2)cc1 | 0.0%
O=C(NC1CCCCC1)c1ccc(CSc2nc3cccnc3n2Cc2ccccc2)cc1 | -17.3%
COc1ccc(CN(Cc2ccco2)C(=O)c2ccccc2F)cc1 | -2.0%
CCC(C)NC(=O)CN1C(=O)c2cccnc2Sc2ccccc21 (stereo unspecified) | 4.3%
Cc1cc(Oc2nc3ccccn3c(=O)c2/C=C(\C#N)c2nc3ccccc3s2)ccc1Cl | ?
CCOc1ccc(C(=O)Nc2nnc(SCc3cc(=O)n4ccccc4n3)s2)cc1 | -12.7%
Cc1ccc(S(=O)(=O)C2(C(=O)Nc3ccc(C)c(Cl)c3)CC2)cc1 | -10.7%
CCOC(=O)c1ccc(CN(Cc2ccc(Cl)cc2Cl)S(=O)(=O)c2ccc(F)c(C)c2)cc1 | -0.1%
COc1ccc(OC)c(NC(=O)CCCc2nnc3n(C(C)C)c(=O)c4sccc4n23)c1 | -0.9%
COc1ccc(N2CCN(CCCNC(=O)Cn3c(-c4cccs4)cc4ccccc43)CC2)cc1 | 2.4%
COc1ccc(NC(=O)CCn2nc(-c3ccccc3OC)c3c(C)cc(C)nc32)cc1 | -18.6%
COCCCn1c(SCC(=O)Nc2ccccc2OC)nc2c(sc3ccccc32)c1=O | -0.6%
CC(C)CC(=O)Nc1ccc(S(=O)(=O)Nc2cc3c(cc2N2CCOCC2)n(C)c(=O)c(=O)n3C)cc1 | -1.4%
O=C(NCc1cccnc1)c1nn(-c2ccc(F)cc2)nc1CO | -8.2%
CCS(=O)(=O)c1nc(S(=O)(=O)c2ccc(C)cc2)c(NCc2ccc(Cl)cc2)s1 | -6.3%

Remaining list, next part.
structure | FLuc modulator
Cc1cc(Nc2ccc(Cl)cc2)n2cnnc2n1 | -6.5%
Cc1nc(SC(C)C(=O)Nc2ccccc2Cl)cc(-c2ccccc2)n1 (stereo unspecified) | -3.0%
O=C(Nc1ccc(OC(F)(F)F)cc1)NC1COc2ccccc2C1 (stereo unspecified) | -4.4%
COc1ccc(NC(=O)CCc2nc3cccnc3n2-c2ccccc2)c(OC)c1 | -7.5%
CCOC(=O)c1c(S(=O)(=O)N2CCCC(C(=O)Nc3ccc(OCC)cc3)C2)c(C)n(C)c1C (stereo unspecified) | -3.3%
COc1ccccc1CNC(=O)C1CCN(S(=O)(=O)c2c(C)noc2/C=C/c2c(C)cc(C)cc2C)CC1 | -0.4%
COCCNc1ccc(-c2nc(-c3ccncc3)no2)cc1[N+](=O)[O-] | ?
Cc1ccc(S(=O)(=O)c2nc(-c3ccco3)oc2SCC(=O)Nc2ccc(F)cc2)cc1 | -1.9%
CCOC(=O)c1c(C)oc2nc(C)nc(NCCCN3CCN(c4ccc(F)cc4)CC3)c12 | -6.7%
CCOC(=O)C1CCCN(C(=O)c2nn(-c3ccc(OC)cc3)c(=O)c3c2c2ccccc2n3C)C1 (stereo unspecified) | -0.4%
O=C(NCCS(=O)(=O)N1CCN(c2ccccc2F)CC1)C(c1ccccc1)c1ccccc1 | 0.6%
CS(=O)(=O)c1oc(-c2ccc(F)cc2)nc1S(=O)(=O)c1ccc(Cl)cc1 | -7.2%
COc1cccc(CNC(=O)Cn2cc3c(n2)-c2c(oc(C(=O)N4CCCC4)c2C)CC3)c1 | -1.0%
COc1cccc(-c2nc(SCC(=O)NCc3ccco3)c3c(=O)n(C)c(=O)n(C)c3n2)c1 | -4.1%
Cc1cc(C)cc(-n2c(C)cc(C(=O)C(=O)Nc3ccccc3F)c2C)c1 | ?
Cc1ccc(-c2csc(-c3nc(-c4ccc(Br)s4)cs3)n2)cc1 | -0.6%
COC(=O)c1ccccc1NC(=O)C1(c2cccs2)CCOCC1 | 2.9%
CCOC(=O)c1c(NC(=O)COc2ccc(Br)cc2)sc2c1CCCC2 | -0.3%
CCn1c(=O)c2sccc2n2c(CCCC(=O)N3CCN(c4cccc(Cl)c4)CC3)nnc12 | -3.1%
COc1ccc(N(C(=O)c2ccc(C)cc2)S(=O)(=O)c2ccc(Cl)cc2)cc1 | -2.1%
Cc1ccc2nc(N3CCN(c4cccc(C)c4C)CC3)c3nncn3c2c1 | -0.2%
COc1ccc(Nc2ncc3c(n2)CCN(Cc2ccccc2C)C3)c(OC)c1 | 5.0%
O=C(NCCSc1c(-c2ccc(Br)cc2)[nH]c2ccccc12)c1ccc(S(=O)(=O)N2CCOCC2)cc1 | 0.3%
Cc1ccc(CSC2=Nc3ccccc3C3=NC(CCC(=O)NCc4cccs4)C(=O)N23)c(C)c1 (stereo unspecified) | -3.0%
CC(=O)c1ccc(NC(=O)c2ccc(-c3ccc(Cl)cc3)o2)cc1 | ?
Cc1ccccc1NC(=O)Cn1nc(-c2ccc(F)cc2)c2cnc3ccccc3c21 | -1.4%
Cc1oc(-c2ccc(Cl)cc2)nc1CSCC(=O)NCc1ccccc1Cl | ?
Cc1cccc(N2CCN(C(=O)c3ccc(Nc4nc5ccccc5n5nnnc45)cc3)CC2)c1C | -9.4%
CC(=O)Nc1cc(-c2nc3ccccc3s2)ccc1C | 6.75µM*
CCc1nc2nc(C)c(NS(=O)(=O)c3ccc(F)c(C)c3)c(=O)n2[nH]1 | -12.1%
CCC(C)c1ccc2oc(-c3ccc(NC(=O)c4cc5ccccc5o4)cc3)nc2c1 (stereo unspecified) | -2.1%
COc1ccc(-c2nc3c(c(SCC(=O)N4CCCCC4)n2)Cc2c(CO)cnc(C)c2O3)cc1 | -1.1%
Cc1ccc(-n2nc(CO)c(C(=O)NCCCc3ccccc3)n2)cc1C | 5.36µM*
Cc1cc(C)c(NC(=O)CSc2nncn3c2cc2oc(C)cc23)c(C)c1 | -6.5%
COc1ccc2c(c1)CC(NC(=O)Nc1ccc(Br)c(C)c1)CO2 (stereo unspecified) | 5.4%
COC(=O)c1ccccc1NC(=O)COCc1cc(-c2cccs2)on1 | -12.7%
Cc1cccc(C(=O)Nc2ccc(OCc3cc(=O)n4ccc(C)cc4n3)cc2)c1 | -6.2%
COc1ccc(CN(C(=O)COc2ccccc2OC)C2CCS(=O)(=O)C2)cc1 (stereo unspecified) | -1.3%
Clc1cccc(-c2csc(-c3nc(-c4ccc(Br)s4)cs3)n2)c1 | -0.9%
CCOc1ccc(CN2CCc3nc(N4CCN(c5ccccc5OC)CC4)ncc3C2)cc1OC | -12.9%
COc1ccc(OC)c2sc(N(Cc3cccnc3)C(C)=O)nc12 | 7.9%
O=C(Nc1ccc2nc(SCC(=O)N3CCOCC3)sc2c1)c1ccc(Br)cc1 | 10.7µM*
CC1CCCN(c2cc3c(cc2F)c(=O)c(S(=O)(=O)c2cccc(Cl)c2)cn3Cc2ccccc2)C1 (stereo unspecified) | 1.0%
CC1=C(C(=O)Nc2ccccc2)C(c2ccc(C(=O)O)cc2)n2nc(SCC(=O)c3ccc(C)cc3)nc2N1 (stereo unspecified) | ?
CC(=O)c1ccc(NC(=O)CN(C)S(=O)(=O)c2cc3c(cc2C)NC(=O)CO3)cc1 | 2.5%
O=C(Cn1ncc2c3ccccc3n(Cc3ccc(F)cc3)c2c1=O)NC1CCCCCC1 | -4.1%
O=C(NCCN1CCN(c2cccc(Cl)c2)CC1)Nc1ccccc1C(F)(F)F | -5.5%
COc1ccc(-c2nc(CS(=O)CC(=O)NCCc3ccccc3)c(C)o2)cc1OC (stereo unspecified) | -10.7%
CCOc1ccccc1N1CC(c2nc3ccccc3n2CCOc2ccccc2OC)CC1=O (stereo unspecified) | -10.9%
O=C(Nc1ccccc1)c1cccc(S(=O)(=O)Nc2cccc(F)c2)c1 | -16.3%

Additional results follow.
structure | FLuc modulator
COc1cc(Cl)c(NC(=O)CN2C(=O)c3cccnc3Sc3ccccc32)c(OC)c1 | -8.2%
Cc1cc2n(n1)CCCN2C(=O)Nc1ccccc1F | -4.3%
CCOc1ccc(C(=O)NCC(c2ccc3c(c2)OCO3)N2CCN(c3ccc(F)cc3)CC2)cc1 (stereo unspecified) | -1.2%
COc1ccc(Cl)cc1C(=O)NCC(c1ccc(N(C)C)cc1)N1CCOCC1 (stereo unspecified) | -11.9%
CC(=O)Nc1nonc1-c1nnc(SCc2ccc(C)cc2)n1C | -6.3%
CCOc1ccc(N(CC)C(=O)CCc2nc(-c3ccccc3F)no2)cc1 | -12.5%
Cc1ccc(CNC(=O)c2cc(-c3ccc(C)cc3)nc3n[nH]c(-c4ccc(F)cc4)c23)cc1 | 1.2%
Cc1ccc(NC(=O)CSc2nc3ccccc3c(=O)n2CCC(=O)NC2CCCCC2)cc1C | -0.2%
Cc1ccccc1NC(=O)CSc1ncc2c(n1)-c1ccccc1N(C)S2(=O)=O | -7.8%
Cc1ccccc1Nc1c(-c2ccc(Br)cc2O)nc2sccn12 | -7.3%
NC(=O)C1CCN(c2csc3ccc(F)cc3c2=O)CC1 | -0.7%
